# Arrestin-AP2 inh: blocks beta-arrestin peptide binding to AP2 adaptin. FITC-arrestin peptide / GST-AP2 beads, flow cytometry; AP2 beta2 appendage carries R879A mutation. AID 504490. inhibition, % at 10 µM. 340,000 tested, 0.31% active;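 active means inhibition above a set limit, near 3 SD of compounds lacking own fluorescence, cut at about 54% in these data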;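 further: plate controls were DMSO wells for no effect and 5 µM unlabelled arrestin peptide for full effect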
#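 Material – GST-tagged AP2 beta2-adaptin appendage (R879A) on 4 µm glutathione beads · Probe or stimulus – fluorescein-tagged arrestin peptide at 50 nM final · Timing – 12 min plus 1 h, RT · Detection – bead flow cytometry, FITC channel · Read-out basis – inhibition as reduced fluorescein signal on beads, percent · Medium – PBS plus Tween 20 (0.05%) and BSA (0.1%)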
# MOR-DOR inv ag: mu-delta opioid heterodimer inverse agonism; P35372+P41143; inhibition, % at 9.3 µM; 340,000 tested, 0.21% active; cell-based MOR-DOR heterodimer luminescence; in the data active means inhibition above about 22%, passing the limit was not always enough;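 further: 0% = cells with DMSO and 100% = wells without cells with DMSO; values of inactives mirror those of a sister screen read the other way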
# HTR5A inv ag: counter-screen for OPRM1-OPRD1 inverse agonists: human HTR5A inverse agonism; P47898; HTR5A cell line, luminescence; inhibition, % at 9.3 µM; 340,000 tested, 0.083% active; AID 504634; in the data active means inhibition mostly above about 23%, no sharp cut-off; inactive means mostly below about 18%;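 further: 0% = cells with DMSO and 100% = no-cell wells with DMSO; some compounds called inactive have numbers as strong as hits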
# Target sequence (P47898 whole entry, looked up): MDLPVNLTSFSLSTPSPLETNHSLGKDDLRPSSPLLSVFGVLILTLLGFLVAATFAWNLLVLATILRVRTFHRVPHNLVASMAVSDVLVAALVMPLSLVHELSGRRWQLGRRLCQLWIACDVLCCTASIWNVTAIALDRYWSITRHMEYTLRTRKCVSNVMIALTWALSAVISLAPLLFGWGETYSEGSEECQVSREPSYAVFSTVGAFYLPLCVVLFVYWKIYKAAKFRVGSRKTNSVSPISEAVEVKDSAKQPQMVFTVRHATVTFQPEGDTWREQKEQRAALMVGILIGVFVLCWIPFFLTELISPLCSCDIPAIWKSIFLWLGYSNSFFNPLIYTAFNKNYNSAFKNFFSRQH
# PKA-R1A activ: activators of PKA-R1A complex. P00514+P68181. activation, % at 11.4 µM. PKA-R1A dissociation, Cy5-IP20 fluorescence polarization; scaled: DMSO 0%, 113 µM cGMP 100%. 340,000 tested, 0.083% active;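 active means percent activation above the mean of all tested compounds plus 3 SD, cut at about 19% in these data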;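 further: higher means more PKAc released from R1A so a rise in polarization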
# V-ATPase pH: alters yeast V-ATPase proton transport; S. cerevisiae, pHLuorin cytosolic pH fluorescence; response, % at 10 µM; 350,000 tested, 0.37% active; AID 504577; in the data active means response mostly above about 7.3%, no sharp cut-off; inactive means mostly below about 5.4%; further: actives read high; inactives centre near 0; some compounds called inactive have numbers as strong as hits; reference of the scale not given here
# DAGLB inhibitor: blocks human DAGLB lipase activity; Q8NCG7; HEK293T DAGLB membrane lysate, EnzChek fluorogenic substrate; inhibition, % at 5.17 µM; 340,000 tested, 0.059% active; AID 504411; in the data active means inhibition above about 34%;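 further: 0% = enzyme with vehicle and 100% = wells lacking enzyme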
# PKA-R2B activ: PKA-R2B complex activation | 340,000 tested, 0.079% active | activation, % at 11.4 µM | AID 504700 | P22694+P31323 | PKA-R2B holoenzyme dissociation, Cy5-IP20 fluorescence polarization; R2B truncated from residue 108, S112A mutant; 0% DMSO only, 100% 113 µM cGMP;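 active means activation above a cutoff set at the mean over all compounds plus 3 SD, cut at about 18% in these data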;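 further: higher means more holoenzyme dissociation and a rise in polarization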
# Target sequence (P31323 whole entry, looked up, other chains not shown, the tested form may be a part): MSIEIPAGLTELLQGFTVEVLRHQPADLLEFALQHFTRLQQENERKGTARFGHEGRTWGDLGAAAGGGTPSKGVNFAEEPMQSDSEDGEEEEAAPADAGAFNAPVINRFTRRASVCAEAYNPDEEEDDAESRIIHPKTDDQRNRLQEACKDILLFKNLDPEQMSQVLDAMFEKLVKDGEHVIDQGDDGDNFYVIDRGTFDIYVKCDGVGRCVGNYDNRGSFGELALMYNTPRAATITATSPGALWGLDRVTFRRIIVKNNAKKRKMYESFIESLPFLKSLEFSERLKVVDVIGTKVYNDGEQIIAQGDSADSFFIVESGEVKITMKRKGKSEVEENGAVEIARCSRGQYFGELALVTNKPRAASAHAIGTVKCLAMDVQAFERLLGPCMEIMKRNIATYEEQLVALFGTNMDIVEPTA
# OPRM1-OPRD1 ag: agonists of human mu-delta opioid receptor heterodimerization | P35372+P41143 | cells, OPRM1-OPRD1 heterodimerization, luminescence | activation, % at 9.3 µM | 340,000 tested, 0.3% active; in the data active means activation above about 18%;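 further: 0% = vehicle-treated cells and 100% = reference agonist; values of inactives mirror those of a sister screen read the other way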
# Pemphigus Ab inh: human desmoglein-3 autoantibody binding inhibition; binding (percent of control), % at 10 µM; P32926; 310,000 tested, 0.48% active; DSG3-coupled beads, scFv-anti-DSG3-GFP binding, flow cytometry; stronger effect = lower value;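 active means binding more than 3 SD below its plate's average and above zero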;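 further: hits lower antibody fragment binding to DSG3; some compounds called inactive have numbers as strong as hits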
# HTR5A ag: activates human HTR5A in OPRM1-OPRD1 agonist counter-screen. 340,000 tested, 0.61% active. activation, % at 9.3 µM. HTR5A agonist assay, luminescence, cell-based; in the data active means activation mostly above about 9.5%, no sharp cut-off; inactive means mostly below about 7.6%;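 further: 0% = cells with vehicle only and 100% = reference agonist; strong numbers were not always called active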
# Active calls of the source: *; . = no result given.
SMILES,Arrestin-AP2 inh,MOR-DOR inv ag,HTR5A inv ag,PKA-R1A activ,V-ATPase pH,DAGLB inhibitor,PKA-R2B activ,OPRM1-OPRD1 ag,Pemphigus Ab inh,HTR5A ag
O=C(Cn1[nH]c(=O)c2ccccc2c1=O)Nc1ccc2c(c1)CCC2,6,21,-2,-8,-2,0,-10,-3.8,101,2
Cc1ccccc1C1NC(c2ccccc2C)C(C)C(=O)C1C (configuration not stated),26,-32,-3,-15,-1,-12,-1,6.6,102,1
Cc1cc(C(=O)CSc2nc3ccccc3c(=O)[nH]2)c(C)n1CC1CCCO1 (configuration not stated),-24,-7,-6,-3,1,0,-8,1.4,111,2
CCOC(=O)CCc1c(C)c(C#N)c2nc3ccccc3n2c1-n1ccnc1C,17,19,-4,-10,-3,0,-8,-4.2,101,0
CCOC(=O)c1c(N)nn(C(C)=O)c1-c1ccccc1,4,1,7,-2,-1,1,5,-0.1,95,-3
COc1ccccc1-n1cnnc1SCC(=O)Nc1ncc(Cl)cc1Cl,5,8,-10,-2,0,-1,3,-1.3,.,1
CCOc1ccccc1-c1nc(-c2ccc(C)nc2OC)no1,-9,-12,-3,-12,-1,-10,-11,2.2,108,0
Cc1ccc2c(c1)c1c(n2CC(O)CNC2CCCC2)CCCC1 (configuration not stated),0,-42,-25,0,1,-1,-9,7.8,103,7
O=C(NNC(=O)c1ccc[nH]1)c1cc(Cl)cc(Cl)c1,-16,15,-3,3,3,0,1,-2.9,.,-1
CCOc1ncccc1C(=O)NNC(=O)c1ccc(NS(=O)(=O)c2cccs2)cc1,13,3,11,0,3,-3,-7,-0.5,92,-4
COc1ccccc1OCC(O)Cn1nc(C)cc1C (configuration not stated),-5,7,-13,0,2,-2,10,-1.1,101,7
Cc1c(N(C)S(=O)(=O)c2ccc(Cl)c(C(=O)NCC(C)(C)N3CCOCC3)c2)c(=O)n(-c2ccccc2)n1C,-4,7,6,6,2,-1,4,-1.7,103,3
COc1cc(/C=C/c2[nH]c(=O)[nH]c(=O)c2[N+](=O)[O-])cc([N+](=O)[O-])c1O,11,21,2,-2,0,5,7,-3.7,93,0
O=C(COc1ccc(/C=N/NC(=O)c2cc3ccccc3o2)cc1Cl)Nc1ccccc1,-1,-237,-27,-4,4,3,8,41*,94,9
COc1ccc(CNC(=O)CN(C(=O)c2csnn2)c2cccc3c2CCCC3)cc1,6,-1,3,17,5,1,6,0.2,98,-2
CC1(C(=O)Oc2ccccc2)Cc2ccccc2C(=O)O1 (configuration not stated),1,8,4,8,1,0,-1,-1.5,107,-1
C1CCCC(N2CCNCC2)CC1,10,13,-19,2,-1,-3,-2,-2.9,.,-2
CCOc1cc(C(=O)OCC(=O)c2c(N)n(C)c(=O)n(C)c2=O)cc(OCC)c1OCC,-3,5,-24,-1,-2,-1,17,-0.9,104,-4
CC(C)CN1CC(C)C(=O)NC1=S (configuration not stated),3,11,17,-5,-6,0,-2,-2.3,.,-4
O=C(COC(=O)C1COc2ccccc2O1)Nc1ccc(Cl)cc1 (configuration not stated),-2,-14,6,-3,0,-4,-6,3.4,98,-3
Cc1cccc(CCNc2nc3ccc(C)cc3n3cnnc23)c1,-4,5,-12,-6,0,-4,-5,-1.0,106,3
Cc1c(S(=O)(=O)NC2CCCCCC2)c(=O)n(C)c(=O)n1C,-7,11,1,-11,2,0,-1,-1.8,99,-1
Cc1nc(-c2ccccn2)sc1C(=O)Nc1ccc(F)cc1F,6,-8,-2,0,-1,-2,3,1.7,99,-2
CCC(C)Oc1nc2ccccc2nc1NS(=O)(=O)c1ccccc1 (configuration not stated),-2,7,6,1,-1,5,-2,-1.2,106,3
O=C(NCC1CC1)Nc1ccc(Cl)cc1,-15,14,-23,2,-3,-1,-8,-2.9,102,6

# Later entries.
SMILES,Arrestin-AP2 inh,MOR-DOR inv ag,HTR5A inv ag,PKA-R1A activ,V-ATPase pH,DAGLB inhibitor,PKA-R2B activ,OPRM1-OPRD1 ag,Pemphigus Ab inh,HTR5A ag
CCOC(=O)c1cc2c(=O)n3ccccc3nc2n(CC2CCCO2)c1=NC(C)=O (configuration not stated),27,5,2,6,-6,0,2,-0.9,.,2
C=CCn1c(SCCN2CCOCC2)nc2c1c(=O)[nH]c(=O)n2C,17,8,11,3,-1,1,-8,-1.3,99,5
C=CCN(c1ccccc1)S(=O)(=O)c1ccc(Cl)c(C(=O)OCC(=O)c2[nH]c(C)c(C(C)=O)c2C)c1,4,13,-6,-9,0,0,-15,-2.4,93,0
CSc1ccccc1C(=O)NCCSC(C)(C)C,-5,12,8,-13,8,-1,-2,-2.5,101,2
COc1ccc(-c2cn3cccnc3n2)cc1NC(=O)C1CC1,27,-3,0,12,5,2,-8,0.6,109,0
Cc1nc2c(-c3ccc(F)cc3)cnn2c2c1CCC2,11,-5,15,-8,4,-4,-4,1.1,90,3
CCOc1ccc(NC(C)=O)cc1N,2,2,-3,-6,1,0,-5,-0.3,102,1
O=C(COc1ccc(F)cc1)c1c(O)cc(O)cc1O,52,18,3,2,-3,9,8,-3.5,89,0
CCN(CC)c1nc2ccccc2nc1C(C#N)C(=O)NCCc1ccccc1 (configuration not stated),-9,14,-4,0,-2,-2,-6,-3.3,98,2
Cc1cc(=O)oc2cc(OC(=O)c3ccccc3)ccc12,-6,14,22,-3,3,-2,-8,-2.7,103,6
O=C(CCl)Nc1ccccc1Sc1ccc(Cl)cc1,8,-5,-6,-2,1,-2,-1,1.2,95,2
CC(C)(C)N1C(=O)[C@H]2[C@@H](c3ccc(Br)cc3)N3C(=O)N(c4cccc(Cl)c4)C(=O)[C@@]3(C)[C@H]2C1=O,-3,-15,-21,2,11,-1,-10,2.7,100,3
CCOCCCNC(=O)CCc1nnc2n(CCC(C)C)c(=O)c3ccccc3n12,6,2,-8,3,-3,0,-1,-0.5,117,2
O=[N+]([O-])c1cccc(-c2ccc(C(=S)N3CCOCC3)o2)c1,1,-12,-2,-21,3,1,-4,1.7,98,1
COC(=O)C1CSC2c3ccccc3C(=O)N12 (configuration not stated),12,24,3,14,0,0,-2,-4.8,.,-1
CCCCn1c(N)c(N(CCC(C)C)C(=O)C2CCCO2)c(=O)[nH]c1=O (configuration not stated),3,14,12,-6,-1,-2,4,-2.2,102,-4
CC(C)OCCCNC(=O)CCN1C(=O)COc2ccccc21,-47,14,-11,12,1,-2,-5,-2.5,101,4
CCOC(=O)c1c(-c2ccc(C)cc2)csc1NC(=O)C1CCCO1 (configuration not stated),-3,-22,3,-12,-2,-11,9,3.6,103,-1
CN(CC(=O)Nc1ccc(F)c(F)c1F)C(=O)c1ccc(-n2cncn2)cc1,-12,6,12,-9,4,-2,-3,-1.6,98,-4
CC(C)[C@H](NC(=O)NC1CCCc2ccccc21)C(=O)O (some centres not stated),-5,11,11,9,1,0,1,-1.9,101,3
NC(=O)COc1ccc(/C=N/NS(=O)(=O)c2ccccc2)cc1,-9,7,-2,9,0,3,2,-1.4,101,1
O=C(CCSc1ccc(Cl)c(Cl)c1)NC12CC3CC(CC(C3)C1)C2,26,-11,2,2,-3,-11,2,2.1,98,-1
CC(C(=O)Nc1ccc(C#N)cc1)N(C)CC(=O)Nc1ccccc1Br (configuration not stated),1,22,3,-1,-1,-2,-15,-4.5,114,-1
O=C(O)c1cccc(NS(=O)(=O)c2cc(S(=O)(=O)c3ccc(Cl)cc3)ccc2Cl)c1,4,19,19,-9,-5,5,-4,-3.5,.,6
Cc1ccc(C2=NOC(=O)/C2=C\c2ccccc2)cc1,-2,7,-12,-10,6,0,-8,-1.4,98,1
COC(=O)c1ccc(NC(=S)NCCc2ccccc2)cc1,1,7,-1,-8,-3,-9,-1,-1.2,98,-3
CCOc1ccccc1CNc1ccc(O)cc1,36,-34,-20,-9,0,6,-14,6.6,98,-2
C/C(N)=C(/C#N)C(=O)CSc1nnc(-c2ccccc2Br)o1,2,18,0,-11,-2,-1,-5,-4.3,95,-2
CC(=O)C[C@@H](O)CC(=O)[C@@H]1OC(=O)[C@H](C)C/C=C\Cc2ccccc21,13,9,-21,5,-4,1,13,-1.9,102,2
COCC(=O)N(Cc1nc2ccccc2c(=O)[nH]1)Cc1cccs1,0,17,-15,-7,0,1,-3,-3.0,97,1

# An excerpt from further up:
SMILES,Arrestin-AP2 inh,MOR-DOR inv ag,HTR5A inv ag,PKA-R1A activ,V-ATPase pH,DAGLB inhibitor,PKA-R2B activ,OPRM1-OPRD1 ag,Pemphigus Ab inh,HTR5A ag
O=C(Cn1[nH]c(=O)c2ccccc2c1=O)Nc1ccc2c(c1)CCC2,6,21,-2,-8,-2,0,-10,-3.8,101,2
Cc1ccccc1C1NC(c2ccccc2C)C(C)C(=O)C1C (configuration not stated),26,-32,-3,-15,-1,-12,-1,6.6,102,1
Cc1cc(C(=O)CSc2nc3ccccc3c(=O)[nH]2)c(C)n1CC1CCCO1 (configuration not stated),-24,-7,-6,-3,1,0,-8,1.4,111,2
CCOC(=O)CCc1c(C)c(C#N)c2nc3ccccc3n2c1-n1ccnc1C,17,19,-4,-10,-3,0,-8,-4.2,101,0
CCOC(=O)c1c(N)nn(C(C)=O)c1-c1ccccc1,4,1,7,-2,-1,1,5,-0.1,95,-3
COc1ccccc1-n1cnnc1SCC(=O)Nc1ncc(Cl)cc1Cl,5,8,-10,-2,0,-1,3,-1.3,.,1
CCOc1ccccc1-c1nc(-c2ccc(C)nc2OC)no1,-9,-12,-3,-12,-1,-10,-11,2.2,108,0
Cc1ccc2c(c1)c1c(n2CC(O)CNC2CCCC2)CCCC1 (configuration not stated),0,-42,-25,0,1,-1,-9,7.8,103,7
O=C(NNC(=O)c1ccc[nH]1)c1cc(Cl)cc(Cl)c1,-16,15,-3,3,3,0,1,-2.9,.,-1
CCOc1ncccc1C(=O)NNC(=O)c1ccc(NS(=O)(=O)c2cccs2)cc1,13,3,11,0,3,-3,-7,-0.5,92,-4
COc1ccccc1OCC(O)Cn1nc(C)cc1C (configuration not stated),-5,7,-13,0,2,-2,10,-1.1,101,7

# From PubChem
